Screening results deposited in PubChem BioAssay by several laboratories.
RPL19A TOR yeast: modulators of TOR pathway RPL19A-GFP in S. cerevisiae. S. cerevisiae RPL19A-GFP strain, flow cytometry, 3 h; active compounds read low. percent response vs DMSO, % at 10 µM. actives 0.3% (n = 330,000). AID 2025;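 active = percent response vs DMSO below 50%; inconclusive = fewer than 70 events counted for the yeast strain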;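 note: median channel GFP fluorescence of the barcoded RPL19A-GFP strain; ratio of sample median GFP to plate DMSO average so 100% = DMSO; lower means less RPL19A-GFP as with rapamycin TOR inhibition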
JMJD2C inh: human JMJD2C demethylase inhibition; inhibition, % at 2.35 µM; actives 0.069% (n = 330,000); Q9H3R0; GST-JMJD2C(1-420) H3K9me3 demethylation, DELFIA europium;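 active = more than half of a compound's replicate wells show inhibition beyond 50%, single wells judged on their own value; inconclusive = some, but no more than half, of replicates pass 50% inhibition; inactive = no replicate passes 50% inhibition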;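 note: signal counts dimethyl H3K9 product captured on neutravidin plate; 0% = median of DMSO wells and 100% = 0.3 times that DMSO median; strong numbers were not always called active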
Target sequence (Q9H3R0 1-420 limits assumed): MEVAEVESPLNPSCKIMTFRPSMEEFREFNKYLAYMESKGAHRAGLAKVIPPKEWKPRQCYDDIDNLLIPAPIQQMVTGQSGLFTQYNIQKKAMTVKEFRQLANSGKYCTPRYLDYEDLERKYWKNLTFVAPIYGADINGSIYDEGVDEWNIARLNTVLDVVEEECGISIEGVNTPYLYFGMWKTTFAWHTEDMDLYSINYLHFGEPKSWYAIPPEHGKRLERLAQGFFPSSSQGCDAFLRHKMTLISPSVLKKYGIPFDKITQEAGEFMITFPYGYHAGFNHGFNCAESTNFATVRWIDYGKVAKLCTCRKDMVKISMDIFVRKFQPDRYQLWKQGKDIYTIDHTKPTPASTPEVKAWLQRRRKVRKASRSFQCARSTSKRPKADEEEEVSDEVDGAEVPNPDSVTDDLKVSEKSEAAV
LAP4-GFP MLPCN: modulators of TOR pathway LAP4-GFP in S. cerevisiae | S. cerevisiae LAP4-GFP multiplex, flow cytometry GFP, 3 h; median GFP as percent of DMSO wells | GFP response vs DMSO, % at 10 µM | actives 0.34% (n = 320,000);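 active = GFP response vs DMSO above a set limit, about the screen mean plus 3 SD, cut at about 150% in these data; inconclusive = under 70 cell events counted for the yeast strain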
AGP1-GFP MLPCN: modulators of TOR pathway AGP1-GFP in S. cerevisiae. AID 2066. S. cerevisiae AGP1-GFP multiplex flow cytometry, 3 h; GFP as percent of DMSO wells. actives 0.02% (n = 320,000). GFP response vs DMSO, % at 10 µM;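 active = GFP response relative to DMSO above a set limit, near screen average plus 3 SD, cut at about 150% in these data; inconclusive = fewer than 70 cells counted for the yeast strain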;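 note: median GFP channel fluorescence of the gated AGP1 strain per well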
VLA-4 inh: inhibition in a human VLA-4 binding assay; AID 2557; inhibition, % (about 7 µM as worked out from the volumes in the protocol); actives 0.2% (n = 330,000); VLA-4 expressing cells, ligand binding flow cytometry; in the data active = inhibition above about 50%
MEP2-GFP yeast: yeast TOR pathway MEP2-GFP modulation | S. cerevisiae MEP2-GFP strain, flow cytometry GFP, 3 h; 100% = DMSO control level | GFP response vs DMSO, % at 10 µM | actives 0.51% (n = 330,000);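 active = GFP response versus DMSO above a set limit, roughly screen mean plus 3 SD, cut at about 180% in these data; inconclusive = fewer than 70 cells counted for a yeast strain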;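 note: median GFP fluorescence of the barcode-gated MEP2-GFP cells per well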
CIT2-GFP yeast: alters CIT2-GFP fluorescence in TOR pathway yeast screen | GFP response vs DMSO, % at 10 µM | actives 0.065% (n = 320,000) | AID 2029 | S. cerevisiae CIT2-GFP strain, flow cytometry, 3 h; 100 means same as DMSO wells;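 active = GFP response relative to DMSO above a set limit, near the screen mean plus 3 SD, cut at about 150% in these data; inconclusive = Fewer than 70 cells measured for a yeast strain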;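 note: ratio of well median GFP fluorescence to mean of DMSO wells on the plate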
GRK2 inh: blocks RNA aptamer binding to human GRK2; inhibition of aptamer binding, % at 10 µM; actives 0.59% (n = 330,000); P25098; bead flow cytometry, FAM-aptamer displacement from GRK2; AID 488847;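 active = inhibition of aptamer binding above 40%, roughly 3 SD of noise, on plates passing a quality check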;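 note: median bead fluorescence of bound FAM aptamer so fluorescent compounds give negative values; no value below 0 was filed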
* marks the source's active call; other numbers are inactive results; ? = inconclusive; / = no result given; & = joins results of further samples; [ ] = remark or other dose.

SMILES	RPL19A TOR yeast	JMJD2C inh	LAP4-GFP MLPCN	AGP1-GFP MLPCN	VLA-4 inh	MEP2-GFP yeast	CIT2-GFP yeast	GRK2 inh
C/C=C(\C)CN1CCC(n2nccc2NC(=O)CCCc2ccccc2)CC1	107	4	67	88	-7	97	105	0
COc1ccc(S(=O)(=O)N2CCN(CC(=O)Nc3ccccc3OC)CC2)cc1	103	-20	97	103	-1	92	98	3
COc1ccc(NC(=O)c2ccc(S(=O)(=O)N(C)C)cc2)cc1	85	4	87	82	-12	82	88	0
COc1cc(OC)c(S(=O)(=O)NC(C)C)cc1S(=O)(=O)NC(C)C	98	1	102	103	8	102	101	0
CCCCOCCCN1CC(=O)N2C(C)c3[nH]c4ccccc4c3C[C@H]2C1=O (stereo partly specified)	106	-17	86	98	1	103	93	0
O=C(COC(=O)CCc1nc2ccccc2c(=O)[nH]1)Nc1ccc(N2CCOCC2)cc1	100	4	107	100	7	97	98	1
O=C(Nc1ccccc1Br)c1cc[n+]([O-])cc1	93	0	83	84	0	94	89	2
CC1CN(C(=O)/C=C/c2ccccc2Cl)CC(C)O1 (stereo unspecified)	96	14	101	94	7	107	96	1
COc1ccc2c(c1)C(=NNc1ccc(C(=O)O)cc1)c1cc(OC)ccc1-2	101	-4	87	96	7	102	93	1
CC(=O)Nc1ccc(OC(=O)c2c(-c3ccccc3Cl)noc2C)cc1	112	2	107	117	-5	112	112	0
O=C(c1cc2ccccc2o1)N1CCC(N2CCC(C(=O)N3CCCC3)CC2)CC1	95	0	104	107	-22	102	104	0
COCCCn1c(C)nnc1SCC(=O)NCc1ccco1	101	1	102	103	-3	105	97	2
CC1Cc2ccccc2C(=O)N1 (stereo unspecified)	100	-2	102	105	6	103	101	1
CCc1cc(C(=O)N2CCCC(CO)(Cc3ccc(F)cc3)C2)n(C)n1 (stereo unspecified)	99	-7	90	96	14	110	98	1
CCCc1cc(=O)[nH]c(SCC(=O)N2CCN(S(=O)(=O)c3ccccc3)CC2)n1	101	11	92	98	19	100	96	0
COc1ccc(OC2C(=O)N(CCc3ccc(OC)c(OC)c3)C2c2ccc3c(c2)OCO3)cc1 (stereo unspecified)	102	-12	107	103	4	109	104	0
COC(=O)C1CCN(c2ccc(C(N)=O)cc2[N+](=O)[O-])CC1	95	-3	88	98	14	93	96	0
COc1ccc2[nH]c3c(N4CCc5ccccc5C4)ncnc3c2c1	100	21	100	100	17	103	101	0
Cc1nn(-c2ccccc2)c(C)c1/C=N/N1CCN(c2ccccc2)CC1	100	6	114	86	-7	113	79	0
COc1cccc(C(=O)N2CCN=C2SC)c1	110	8	101	100	11	103	102	0

Brought forward from above: four entries; new compounds follow.
SMILES	RPL19A TOR yeast	JMJD2C inh	LAP4-GFP MLPCN	AGP1-GFP MLPCN	VLA-4 inh	MEP2-GFP yeast	CIT2-GFP yeast	GRK2 inh
COC(=O)C1CCN(c2ccc(C(N)=O)cc2[N+](=O)[O-])CC1	95	-3	88	98	14	93	96	0
COc1ccc2[nH]c3c(N4CCc5ccccc5C4)ncnc3c2c1	100	21	100	100	17	103	101	0
Cc1nn(-c2ccccc2)c(C)c1/C=N/N1CCN(c2ccccc2)CC1	100	6	114	86	-7	113	79	0
COc1cccc(C(=O)N2CCN=C2SC)c1	110	8	101	100	11	103	102	0
COc1ccc(C(=O)NCCc2ccccc2F)cc1OC1CCN(C(C)=O)CC1	91	-23	95	94	5	100	91	0
Cc1ccc(C)c(CSc2nnc(-c3ccccn3)n2N)c1	101	-2	101	106	6	106	93	1
CCOC(=O)/C(C#N)=C\C1=C(N2CCOCC2)CC(C)(C)OC1	59[may fluoresce violet]	1	127[may fluoresce violet]	24[may fluoresce violet]	8	98[may fluoresce violet]	?	2
Cc1ccc(C(=O)Nc2cccc3cccnc23)cc1Br	94	2	114	101	-6	103	88	/
O=C(c1cc(=O)c2ccccc2o1)N1CCCc2ccccc21	101	0	101	98	8	95	87	3
Cc1sc2ncnc(OCc3nnc(-c4cccs4)o3)c2c1C	96	-1	109	109	11	91	89	3
COc1ccc(N(CC(=O)O)S(=O)(=O)c2c(C)n[nH]c2C)cc1	101	23	100	101	5	102	99	0
CCn1cc(CN2CCN(Cc3ccsc3)C(CCO)C2)cn1 (stereo unspecified)	102	75	104	107	5	105	105	0
N#Cc1ccccc1NC(=S)Nc1ccc(F)cc1	97	10	97	100	-4	102	103	0
CCOC(=O)c1c(C)[nH]c(C)c1S(=O)(=O)N1CCN(c2ccc([N+](=O)[O-])cc2)CC1	102	-17	95	98	7	104	102	7
Cc1ccc(NC(=O)C2C3/C=C\CCCCC32)cc1 (stereo unspecified)	99	3	92	91	-12	105	99	1
CC(C)[C@H](NC(=O)[C@@H]1Cc2ccccc2CN1C(=O)OC(C)(C)C)C(=O)NCC1CCC(C(=O)O)CC1 (stereo partly specified)	97	-9	106	108	1	95	109	1
CCN(CC)C(=O)COc1ccc2c(c1)C(=O)CC(C)(C)O2	95	-24	107	104	3	97	100	3
Cc1c(-c2ccccc2)c(P(=O)(N2CCOCC2)N2CCOCC2)c2ccccn12	91	4	91	97	8	93	94	5
COc1cccc(N2CCN(C(=O)CCS(=O)(=O)c3ccc4c(c3)oc(=O)n4C)CC2)c1	103	8	99	105	12	115	103	6
CC(=O)Nc1cccc(OCC(=O)NS(=O)(=O)c2ccc(Cl)cc2)c1	98	6	95	96	-9	89	113	5
O=C(/C=C/c1ccncc1)c1cc(Cl)ccc1O	98	30	102	96	-21	85	94	0
CCNc1nc(NOC)nc(OCC#N)n1	106	6	94	102	2	104	99	0
COC(=O)C1CCN(CC(=O)Nc2sc3c(c2C#N)CCC3)CC1	101	2	96	95	7	103	95	0
Cc1ccc(C2c3[nH]c4ccccc4c3C[C@H]3C(=O)N(c4ccccc4C(=O)NCCN4CCOCC4)C(=O)N23)cc1 (stereo partly specified)	95	1	98	92	9	98	89	2
Cc1ccc(N2C(=O)NC(C(F)(F)F)(C(F)(F)F)C3=C2CC(C)(C)CC3=O)cc1	94[may fluoresce violet]	-4	92[may fluoresce violet]	15[may fluoresce violet]	-8	126[may fluoresce violet]	?	0
O=C1CCSc2ccc(Cl)cc2N1Cc1ccccc1	93	-9	94	87	0	89	90	2
O=C(CSc1nc2nc(-c3cccs3)cc(C(F)(F)F)c2c(=O)[nH]1)C(F)(F)F	90	-20	99	84	-3	92	97	0
COc1cc(C)c(NC(=O)COc2ccc3c(c2)OCO3)cc1C	97	-1	106	100	-4	103	97	3
Cc1ccc(C)c(S(=O)(=O)N2CCN(CC(=O)NC(=O)NCc3ccccc3)CC2)c1	101	0	108	103	35	105	99	1
N#C/C(=C\c1ccc(-c2ccccc2)cc1)c1nc(-c2ccco2)cs1	115	18	111	106	-16	118	120	1
Cc1[nH]n(-c2ccccc2)c(=O)c1N=Nc1c(Cl)cccc1Cl	103	0	90	96	5	102	103	1
O=C1/C(=C\c2ccc(-c3ccccc3[N+](=O)[O-])o2)C(c2ccccc2)=NN1c1ccccc1	98	8	106	/	17	99	98	0
O=C(Nc1nc(-c2ccc3ccccc3c2)cs1)C1CCN(S(=O)(=O)c2cccs2)CC1	103	-2	97	99	2	95	94	9
CC(=O)c1ccc(N2CCN(C(=O)CCCn3c(=O)[nH]c4ccsc4c3=O)CC2)cc1	105	6	101	96	-4	111	93	3
O=C(NCCCn1ccnc1)c1ccc(-c2cccc(C(F)(F)F)c2)o1	95	-2	91	95	-3	93	94	0
CC(C)C[C@@H](CN=[N+]=[N-])N1CCN(CC(C)C)CCC1=O	98	0	96	82	12	90	79	0
CCOc1cc(S(=O)(=O)N2CCN(S(=O)(=O)CC)CC2)c(OCC)cc1-n1cnnn1	98	22	93	92	22	103	99	0
CCC(C)[C@H](NC(=O)[C@@H]1CSC2c3ccccc3C(=O)N21)C(=O)NCc1ccco1 (stereo partly specified)	101	4	97	94	3	126	101	1
COc1cccc(CNC(=O)CNS(=O)(=O)c2ccc(Br)s2)c1	103	5	100	97	0	108	98	3
COc1ccc(/C=C/C2=Nc3ccccc3NC(C)(C)C2)cc1OC	93	9	108	100	15	99	87	10
CCOc1ccc(CCNC(=O)COC(=O)c2ccc(C)c([N+](=O)[O-])c2)cc1OCC	104	-11	117	107	6	108	103	0
Nc1nc(NC(=O)c2cccc(S(=O)(=O)N3CCCCCC3)c2)nc(-c2ccccc2)n1	103	14	105	114	4	105	110	2
O=C(CCc1nnc(CCc2c[nH]c3ccccc23)o1)NC1CCC1	97	10	99	96	-9	105	99	1
O=C(CN1C(=O)S/C(=C\c2cccs2)C1=O)Nc1ccc(C(=O)O)c(O)c1	100	4	95	95	22	97	90	0
Cc1cc(Nc2ccc(F)c(F)c2)nc(-c2ccccc2O)n1	98	13	105	102	7	101	97	1
Cc1cc(C)nc(SCc2nnc(SCC(=O)Nc3cc(C(F)(F)F)ccc3Cl)o2)n1	100	30&1	101	105	-10	111	107	2
COC(=O)/C(=C\Nc1ccc(OC)cc1)NC(=O)c1ccc(Cl)cc1Cl	96	-3	108	99	11	105	96	0
CSCCC(C(=O)OCC(=O)c1ccc(C)c(C)c1)N1C(=O)c2ccccc2C1=O (stereo unspecified)	99	9	82	95	17	99	96	1
COc1ccc(CCN(C)C(=O)N2CCOCC2)cc1OC	98	14	98	100	-13	100	96	2
C(=N\NCc1ccccc1)/c1ccc2nccnc2c1	96	0	110	99	7	92	90	2
O=C(COC(=O)C1CCN(S(=O)(=O)c2c(Cl)cccc2Cl)CC1)NCc1ccco1	109	3	112	116	3	104	102	0
COc1ccccc1CCC(=O)OCC(=O)Nc1c(C)nn(-c2ccccc2)c1C	91	6	95	97	-4	98	95	0
N#C/C(=C\c1ccncc1)c1nc2c(s1)CCCC2	102	4	96	102	4	107	109	0
Cc1ccc(-c2csc3ncnc(SCC(=O)NCC4CCCO4)c23)cc1 (stereo unspecified)	98	1	91	98	3	94	96	0
Cc1ccccc1Nc1ccc(S(=O)(=O)N2CCOCC2)cc1[N+](=O)[O-]	100	-8	104	98	8	97	95	0
CCn1nc(NC(=O)CC(C)C)c2cc3cccc(C)c3nc21	99	16	97	91	3	110	96	0
COc1cc(OC)nc(Oc2ccccc2C(=O)Oc2ccc(Cl)cc2)n1	102	0	107	97	-10	101	103	0
CC1CCCC(NC(=O)C2CCN(S(=O)(=O)c3cccc4nonc34)CC2)C1C (stereo unspecified)	103	-23	104	100	0	107	100	0
Cc1ccc(N2C(=O)C(Cl)=C(Nc3c(C)n(C)n(-c4ccccc4)c3=O)C2=O)cc1	104	9	102	101	21	103	95	0
CCN(CC(=O)Nc1cc(Cl)ccc1C)C(=O)Cn1c(=O)cnc2ccccc21	104	199	112	110	-1	105	110	1
CC(C)Oc1cccc(C(=O)Nc2ccccc2N2CCOCC2)c1	100	1	99	100	2	100	89	1
Cn1c(N)c(C(=O)COC(=O)Cc2ccccc2F)c(=O)n(C)c1=O	104	2	95	102	14	106	108	3
COc1cc(OC)cc(C(=O)OCC(=O)c2ccc(S(=O)(=O)N3CCCCC3)cc2)c1	99	3	121	108	31	132	134	3
CCN(CC)c1ccc(/C=N/NC(=O)C(O)c2ccccc2)cc1 (stereo unspecified)	101	4	100	103	2	102	102	5
